AHR act = AHR activators, primary screen, cell-based, luminescence, luciferase reporter, human. 2.5% of 320,000 active. AID 2796, 2010. activation, % at 5 µM. AHR-responsive luciferase reporter cells; in the data active = activation above about 47%;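 also: 0% = vehicle wells and 100% = reference agonist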
Target sequence (P35869 whole entry, looked up): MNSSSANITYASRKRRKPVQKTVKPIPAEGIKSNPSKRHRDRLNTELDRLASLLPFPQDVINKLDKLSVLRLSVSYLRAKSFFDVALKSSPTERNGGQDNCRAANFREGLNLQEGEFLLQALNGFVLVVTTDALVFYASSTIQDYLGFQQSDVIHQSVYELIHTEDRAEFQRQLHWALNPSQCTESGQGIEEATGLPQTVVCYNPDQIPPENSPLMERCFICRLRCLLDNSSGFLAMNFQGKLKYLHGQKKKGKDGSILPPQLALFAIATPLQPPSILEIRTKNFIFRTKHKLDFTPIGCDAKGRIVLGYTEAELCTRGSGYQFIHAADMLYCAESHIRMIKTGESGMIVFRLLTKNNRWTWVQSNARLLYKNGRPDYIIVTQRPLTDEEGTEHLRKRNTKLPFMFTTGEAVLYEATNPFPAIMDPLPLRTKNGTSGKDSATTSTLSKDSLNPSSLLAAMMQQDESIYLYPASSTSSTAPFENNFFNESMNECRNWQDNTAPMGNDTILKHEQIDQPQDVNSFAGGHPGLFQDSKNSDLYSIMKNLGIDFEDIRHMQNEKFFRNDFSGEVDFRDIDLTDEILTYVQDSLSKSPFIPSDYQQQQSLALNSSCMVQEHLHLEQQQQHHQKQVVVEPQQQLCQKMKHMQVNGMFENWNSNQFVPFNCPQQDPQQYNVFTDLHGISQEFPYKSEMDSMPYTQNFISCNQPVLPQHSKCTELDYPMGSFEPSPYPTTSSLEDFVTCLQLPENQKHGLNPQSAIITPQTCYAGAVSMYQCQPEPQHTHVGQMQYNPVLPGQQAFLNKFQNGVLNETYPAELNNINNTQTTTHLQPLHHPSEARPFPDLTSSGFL
MEP2 TOR yeast = modulators of MEP2-GFP levels in yeast, primary screen, S. cerevisiae, multiplex flow cytometry, MLPCN library; S. cerevisiae MEP2-GFP strain, 3 h; 100% = DMSO control level; GFP response vs DMSO, % at 10 µM; 0.51% of 330,000 active;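 active = GFP response versus DMSO above a set limit, roughly screen mean plus 3 SD, cut at about 180% in these data; inconclusive = fewer than 70 cells counted for a yeast strain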;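 also: median GFP fluorescence of the barcode-gated MEP2-GFP cells per well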
Efflux pump inh = inhibitors of Candida efflux pumps in yeast, primary screen, S. cerevisiae, Nile Red, multiplex | S. cerevisiae Candida pump triplex | inhibition, % at 10 µM | AID 485275, 2010 | 0.44% of 330,000 active;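 active = plate passing quality check with inhibition over a set limit, or well fluorescence over plate mean plus 4 SD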;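 also: Nile Red retained in pooled yeast measured as flow cytometry median fluorescence; 0% = buffer negative control and 100% = Enniatin B positive control; higher means more Nile Red kept so more efflux inhibition; some compounds called inactive have numbers as strong as hits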
LAP4 TOR yeast = modulators of LAP4-GFP expression in yeast, primary screen, S. cerevisiae, multiplex flow cytometry, MLPCN library | 0.34% of 320,000 active | GFP response vs DMSO, % at 10 µM | 3 h; median GFP as percent of DMSO wells;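 active = GFP response vs DMSO above a set limit, about the screen mean plus 3 SD, cut at about 150% in these data; inconclusive = under 70 cell events counted for the yeast strain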
AGP1 TOR yeast = modulators of AGP1-GFP expression in yeast TOR pathway, primary screen, cell-based, multiplex flow cytometry, S. cerevisiae, MLPCN library; 3 h; GFP as percent of DMSO wells; AID 2066, 2009; 0.02% of 320,000 active; GFP response vs DMSO, % at 10 µM;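 active = GFP response relative to DMSO above a set limit, near screen average plus 3 SD, cut at about 150% in these data; inconclusive = fewer than 70 cells counted for the yeast strain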;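 also: median GFP channel fluorescence of the gated AGP1 strain per well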
CR mimetic SO = reduction of superoxide in aged yeast, primary screen, HTS. AID 2690, 2010. S. cerevisiae aged cells, superoxide DHE fluorescence; hits give low values. superoxide response (% of plate mean), % at 10 µM. 0.18% of 330,000 active;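 active = superoxide response under a set limit, about three screen SD below normal, cut at about 65% in these data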;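 also: yeast aged for seven days with compound at 30 °C before DHE staining; 100% = average MFI of all compound-treated wells on the plate with controls excluded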
CIT2-GFP yeast = modulators of CIT2-GFP expression in yeast, primary screen, S. cerevisiae, GFP fusion, multiplex flow cytometry, MLPCN library; S. cerevisiae CIT2-GFP strain, 3 h; 100 means same as DMSO wells; GFP response vs DMSO, % at 10 µM; AID 2029, 2009; 0.065% of 320,000 active;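 active = GFP response relative to DMSO above a set limit, near the screen mean plus 3 SD, cut at about 150% in these data; inconclusive = Fewer than 70 cells measured for a yeast strain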;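 also: ratio of well median GFP fluorescence to mean of DMSO wells on the plate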
RPL19A TOR yeast = RPL19A-GFP expression modulators in yeast, primary screen, cell-based, S. cerevisiae, multiplex flow cytometry, MLPCN. S. cerevisiae RPL19A-GFP strain, 3 h; hits give low values. percent response vs DMSO, % at 10 µM. 0.3% of 330,000 active;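 active = percent response vs DMSO below 50%; inconclusive = fewer than 70 events counted for the yeast strain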;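 also: median channel GFP fluorescence of the barcoded RPL19A-GFP strain; ratio of sample median GFP to plate DMSO average so 100% = DMSO; lower means less RPL19A-GFP as with rapamycin TOR inhibition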
* = called active by the depositor; [ ] = remark or other dose.

What do the screens show for `CC1=CC=CC2=NC(=O)CC(C)(C(=O)N(CC(=O)NC3CCCC3)Cc3ccc(Cl)cc3)N12` (configuration not stated)?
AHR act: 2; MEP2 TOR yeast: 98; Efflux pump inh: -0.1; LAP4 TOR yeast: 92; AGP1 TOR yeast: 102; CR mimetic SO: 94; CIT2-GFP yeast: 105; RPL19A TOR yeast: 102

How did CC1(C)CC(=O)C(C=NCCN2CCN(C(=S)Nc3ccccc3)CC2)=C(O)C1 do in these assays?
AHR act: 0; MEP2 TOR yeast: 99; Efflux pump inh: 0.0; LAP4 TOR yeast: 99; AGP1 TOR yeast: 100; CR mimetic SO: 94; CIT2-GFP yeast: 97; RPL19A TOR yeast: 96

How did CCOC(=O)[C@H]1[C@H]2COc3ccc(OC)cc3[C@@H]2N2C(=O)c3cc(OC)ccc3NC(=O)[C@@]12C do in these assays?
AHR act: 0; MEP2 TOR yeast: 97; Efflux pump inh: -0.3; LAP4 TOR yeast: 93; AGP1 TOR yeast: 103; CR mimetic SO: 103; CIT2-GFP yeast: 96; RPL19A TOR yeast: 101

What do the screens show for `CCOc1cccc2c1OC1(C)CC2NC(=O)N1c1cccc(F)c1` (configuration not stated)?
AHR act: 4; MEP2 TOR yeast: 113; Efflux pump inh: 0.4; LAP4 TOR yeast: 99; AGP1 TOR yeast: 96; CR mimetic SO: 119; CIT2-GFP yeast: 95; RPL19A TOR yeast: 101

How did CCCc1cc(=O)[nH]c(SCC(=O)NCCN2C(=O)CSC2=O)n1 do in these assays?
AHR act: 1; MEP2 TOR yeast: 92; Efflux pump inh: 0.3; LAP4 TOR yeast: 92; AGP1 TOR yeast: 90; CR mimetic SO: 122; CIT2-GFP yeast: 89; RPL19A TOR yeast: 93

How did N#CC1=C(N)SC(N)=C(C#N)C1CCC1CCCCC1 do in these assays?
AHR act: 0; MEP2 TOR yeast: 108; Efflux pump inh: 0.0; LAP4 TOR yeast: 108; AGP1 TOR yeast: 106; CR mimetic SO: 91; CIT2-GFP yeast: 103; RPL19A TOR yeast: 97

How did O=C1COc2ccc(C(=O)COC(=O)CNC(=O)c3ccco3)cc2N1 do in these assays?
AHR act: 3; MEP2 TOR yeast: 104; Efflux pump inh: -0.2; LAP4 TOR yeast: 91; AGP1 TOR yeast: 102; CR mimetic SO: 83; CIT2-GFP yeast: 104; RPL19A TOR yeast: 105

Results for COC(=O)c1[nH]c2cccc(OC)c2c1NC(=O)CCN1CCC(C(N)=O)CC1 ?
AHR act: 1; MEP2 TOR yeast: 115; Efflux pump inh: 0.0; LAP4 TOR yeast: 110; AGP1 TOR yeast: 108; CR mimetic SO: 92; CIT2-GFP yeast: 118; RPL19A TOR yeast: 102

What do the screens show for `O=c1c2ccccc2c(C=NC2CCS(=O)(=O)C2)c(O)n1-c1ccccc1` (configuration not stated)?
AHR act: -2; MEP2 TOR yeast: 111; Efflux pump inh: 0.1; LAP4 TOR yeast: 101; AGP1 TOR yeast: 107; CR mimetic SO: 101; CIT2-GFP yeast: 102; RPL19A TOR yeast: 103

What do the screens show for `O=C(COc1ccc(Cl)cc1)NCCN1CCCC1`?
AHR act: -1; MEP2 TOR yeast: 105; Efflux pump inh: -0.1; LAP4 TOR yeast: 84; AGP1 TOR yeast: 105; CR mimetic SO: 94; CIT2-GFP yeast: 113; RPL19A TOR yeast: 108

Ordered by length of the SMILES (low to high): part of the list above
How did N#CC1=C(N)SC(N)=C(C#N)C1CCC1CCCCC1 do in these assays?
AHR act: 0; MEP2 TOR yeast: 108; Efflux pump inh: 0.0; LAP4 TOR yeast: 108; AGP1 TOR yeast: 106; CR mimetic SO: 91; CIT2-GFP yeast: 103; RPL19A TOR yeast: 97

How did CCCc1cc(=O)[nH]c(SCC(=O)NCCN2C(=O)CSC2=O)n1 do in these assays?
AHR act: 1; MEP2 TOR yeast: 92; Efflux pump inh: 0.3; LAP4 TOR yeast: 92; AGP1 TOR yeast: 90; CR mimetic SO: 122; CIT2-GFP yeast: 89; RPL19A TOR yeast: 93

How did CC1(C)CC(=O)C(C=NCCN2CCN(C(=S)Nc3ccccc3)CC2)=C(O)C1 do in these assays?
AHR act: 0; MEP2 TOR yeast: 99; Efflux pump inh: 0.0; LAP4 TOR yeast: 99; AGP1 TOR yeast: 100; CR mimetic SO: 94; CIT2-GFP yeast: 97; RPL19A TOR yeast: 96

What do the screens show for `CC1=CC=CC2=NC(=O)CC(C)(C(=O)N(CC(=O)NC3CCCC3)Cc3ccc(Cl)cc3)N12` (configuration not stated)?
AHR act: 2; MEP2 TOR yeast: 98; Efflux pump inh: -0.1; LAP4 TOR yeast: 92; AGP1 TOR yeast: 102; CR mimetic SO: 94; CIT2-GFP yeast: 105; RPL19A TOR yeast: 102

Further compounds follow.
How did O=S(=O)(Nc1ccncc1)c1ccc(Cl)c(Cl)c1 do in these assays?
AHR act: 10; MEP2 TOR yeast: 114; Efflux pump inh: -0.1; LAP4 TOR yeast: 99; AGP1 TOR yeast: 102; CR mimetic SO: 87; CIT2-GFP yeast: 99; RPL19A TOR yeast: 104

Results for CCN(CC)CCn1c2c(c(SCC(=O)Nc3ccc(C)c(F)c3)nc1=O)CCC2 ?
AHR act: -1; MEP2 TOR yeast: 96; Efflux pump inh: -0.1; LAP4 TOR yeast: 88; AGP1 TOR yeast: 97; CR mimetic SO: 109; CIT2-GFP yeast: 95; RPL19A TOR yeast: 95

Results for CC(C)(C)C(=O)Nc1ccc(C(=O)N/N=C/c2ccccc2OC(=O)c2ccc(Cl)cc2)cc1 ?
AHR act: -1; MEP2 TOR yeast: 98; Efflux pump inh: -3.2; LAP4 TOR yeast: 89; AGP1 TOR yeast: 91; CR mimetic SO: 105; CIT2-GFP yeast: 94; RPL19A TOR yeast: 111

Results for COc1ccc(C(=O)Nc2ccc(C(=O)Nc3nccs3)cc2)cc1[N+](=O)[O-] ?
AHR act: 1; MEP2 TOR yeast: 104; Efflux pump inh: -0.3; LAP4 TOR yeast: 93; AGP1 TOR yeast: 103; CR mimetic SO: 111; CIT2-GFP yeast: 105; RPL19A TOR yeast: 106

How did Cn1c(OCc2ccc3c(c2)OCO3)nc2c1c(=O)n(Cc1cccc(Cl)c1)c(=O)n2C do in these assays?
AHR act: 1; MEP2 TOR yeast: 103; Efflux pump inh: 0.0; LAP4 TOR yeast: 105; AGP1 TOR yeast: 107; CR mimetic SO: 92; CIT2-GFP yeast: 102; RPL19A TOR yeast: 101

Results for O=C(O)COc1cccc(NC(=O)C2CCCO2)c1 (configuration not stated) ?
AHR act: 1; MEP2 TOR yeast: 102; Efflux pump inh: -0.1; LAP4 TOR yeast: 92; AGP1 TOR yeast: 102; CR mimetic SO: 100; CIT2-GFP yeast: 103; RPL19A TOR yeast: 99

Results for Cc1csc(NC(=O)c2cncc(Br)c2)n1 ?
AHR act: 0; MEP2 TOR yeast: 96; Efflux pump inh: 0.0; LAP4 TOR yeast: 98; AGP1 TOR yeast: 98; CR mimetic SO: 99; CIT2-GFP yeast: 94; RPL19A TOR yeast: 94

How did O=C(O)CCN(CCC(=O)O)S(=O)(=O)c1ccccc1 do in these assays?
AHR act: -1; MEP2 TOR yeast: 104; Efflux pump inh: 0.0; LAP4 TOR yeast: 106; AGP1 TOR yeast: 101; CR mimetic SO: 99; CIT2-GFP yeast: 98; RPL19A TOR yeast: 100

Results for O=C(COC(=O)c1c[nH]c(=O)[nH]c1=O)Nc1ccccc1F ?
AHR act: -2; MEP2 TOR yeast: 101; Efflux pump inh: 0.2; LAP4 TOR yeast: 102; AGP1 TOR yeast: 100; CR mimetic SO: 128; CIT2-GFP yeast: 95; RPL19A TOR yeast: 96

What do the screens show for `CCOC(=O)CC(=O)Nc1c(C)cc(C)cc1C`?
AHR act: 0; MEP2 TOR yeast: 104; Efflux pump inh: 0.6; LAP4 TOR yeast: 94; AGP1 TOR yeast: 97; CR mimetic SO: 93; CIT2-GFP yeast: 93; RPL19A TOR yeast: 94

How did Cn1cc(CC(=O)NCCCN2CCCC2=O)c2ccccc21 do in these assays?
AHR act: -1; MEP2 TOR yeast: 116; Efflux pump inh: 0.2; LAP4 TOR yeast: 112; AGP1 TOR yeast: 111; CR mimetic SO: 89; CIT2-GFP yeast: 99; RPL19A TOR yeast: 109

Results for COc1cc(OC)c(/C=N/NC(=O)c2ccc([N+](=O)[O-])cc2)cc1Br ?
AHR act: 1; MEP2 TOR yeast: 112; Efflux pump inh: 0.2; LAP4 TOR yeast: 108; AGP1 TOR yeast: 107; CR mimetic SO: 94; CIT2-GFP yeast: 101; RPL19A TOR yeast: 103

How did O=C(N/N=C\c1cccc(OC(=O)c2ccco2)c1)c1ccc2c(c1)OCO2 do in these assays?
AHR act: 3; MEP2 TOR yeast: 94; Efflux pump inh: 0.5; LAP4 TOR yeast: 93; AGP1 TOR yeast: 95; CR mimetic SO: 81; CIT2-GFP yeast: 93; RPL19A TOR yeast: 94

Results for O=C(CSc1cn(CCNC(=O)c2c(F)cccc2F)c2ccccc12)NCC1CCCO1 (configuration not stated) ?
AHR act: 0; MEP2 TOR yeast: 97; Efflux pump inh: 0.2; LAP4 TOR yeast: 104; AGP1 TOR yeast: 101; CR mimetic SO: 91; CIT2-GFP yeast: 93; RPL19A TOR yeast: 94

What do the screens show for `CC(NC(=O)c1ccc(S(C)(=O)=O)cc1)c1cccc2ccccc12` (configuration not stated)?
AHR act: 7; MEP2 TOR yeast: 79; Efflux pump inh: -0.1; LAP4 TOR yeast: 89; AGP1 TOR yeast: 92; CR mimetic SO: 102; CIT2-GFP yeast: 89; RPL19A TOR yeast: 86

How did CCCN1Cc2cccc(C(=O)NCCc3ccccc3)c2C1=O do in these assays?
AHR act: 0; MEP2 TOR yeast: 105; Efflux pump inh: -0.1; LAP4 TOR yeast: 108; AGP1 TOR yeast: 104; CR mimetic SO: 104; CIT2-GFP yeast: 111; RPL19A TOR yeast: 103

Results for COc1cc2[nH]c(Cl)c([N+](=O)[O-])c2cc1OC ?
AHR act: 3; MEP2 TOR yeast: 273*[may fluoresce violet]; Efflux pump inh: -0.1; LAP4 TOR yeast: 97[may fluoresce violet]; AGP1 TOR yeast: 18[may fluoresce violet]; CR mimetic SO: 117; CIT2-GFP yeast: inconclusive; RPL19A TOR yeast: 52[may fluoresce violet]

Results for CS(=O)(=O)c1cccc(C(=O)Nc2ccccc2Cc2ccccc2)c1 ?
AHR act: 1; MEP2 TOR yeast: 99; Efflux pump inh: -0.2; LAP4 TOR yeast: 118; AGP1 TOR yeast: 101; CR mimetic SO: 98; CIT2-GFP yeast: 93; RPL19A TOR yeast: 104

How did Cc1ccc[n+](CC(=O)Nc2cccc([N+](=O)[O-])c2)c1 do in these assays?
AHR act: 2; MEP2 TOR yeast: 101; Efflux pump inh: -0.1; LAP4 TOR yeast: 92; AGP1 TOR yeast: 100; CR mimetic SO: 110; CIT2-GFP yeast: 100; RPL19A TOR yeast: 101

What do the screens show for `CCOc1ccc(C(=O)C(C)=O)c(OCC)c1`?
AHR act: 0; MEP2 TOR yeast: 101; Efflux pump inh: 0.2; LAP4 TOR yeast: 104; AGP1 TOR yeast: 101; CR mimetic SO: 100; CIT2-GFP yeast: 99; RPL19A TOR yeast: 98

Screens deposited in PubChem BioAssay by several laboratories.
